# SMN2 splice enh – SMN2 splice variant enhancement. HEK293 SMN2-luciferase splicing reporter, luminescence, 30-36 h. Potency, µM (doses to about 46.1 µM), for inactives: top-dose activity change, positive = activation, hits mostly activators. 210,000 compounds, 2.8% hits. AID 1458; further: % of control where 0% means no effect; nearly all actives have a fitted effect of over 55% in size
#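 HEK293 cells carry an SMN2 […]–luciferase reporter in which exon 7 inclusion puts luciferase in frame. Cells were plated 10-12 h before compound addition, then incubated 30-36 h at 37C. ONE-Glo luminescence was read; sodium butyrate at 4.5 mM final served as control.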
# KDM4E inh – blocks human JMJD2E demethylase activity; 230,000 compounds, 1.6% hits; AID 2147; JMJD2E catalytic domain, FDH-coupled NADH fluorescence (FDH is formaldehyde dehydrogenase); B2RXH2; Potency, µM (top dose mostly 57.1 µM), for the others: top-dose activity change, negative = inhibition, usual class: inhibitors; active means well fitted inhibition curve with a large enough effect, not every such curve was filed as active; inconclusive means small, poorly fitted or top-dose-only effect, or another doubt; inactive means no such curve, though single readings can be large or run the other way;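 further: 0% = wells with enzyme and -100% = buffer wells without enzyme; nearly all actives have a fitted effect of over 50% in size; many of its hits are not listed in these tables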
# LMNA splice mod – LMNA splicing modulation | HeLa LMNA splicing GFP/RFP minigene ratio, 48 h | Potency, µM (titrated, usually from 46.1 µM), for inactives: at the top dose ratio change, negative = inhibition, usual class: inhibitors | 200,000 compounds, 0.01% hits; active means well fitted inhibition curve with a large enough effect in the signal ratio, with a control signal flat, not every such curve was filed as active; inconclusive means small, poorly fitted or top-dose-only effect, or effect the other way, or a change in a side signal; the % refers to the signal ratio; further: on the % scale 0 is the no-effect control and ±100 the full control effect
#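 S3 HeLa cells stably expressing lamin A-EGFP splicing minigene plus DsRed2, 600 cells/well, 48 h compound exposure at 37C. Laser-scanning cytometry; analysed as GFP (500-530 nm)/RFP (575-640 nm) total intensity ratio; 0.5% DMSO vehicle.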
# L3MBTL1 block – inhibitors of human L3MBTL1 | AID 485360 | AlphaScreen L3MBTL1–H3K9me1 peptide binding | 230,000 compounds, 0.66% hits | Potency, µM (titrated, usually from 57.1 µM), without a hit: top-dose activity, negative = inhibition, hits mostly inhibitors | Q9Y468; further: on the % scale 0 is the no-effect control and ±100 the full control effect; nearly all actives have a fitted effect of over 60% in size
#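 First, the protein-peptide complex forms for 30 min at room temperature (L3MBTL1 50 nM, biotinylated H3K9me1 peptide 75 nM). Next, compounds are pin-transferred and incubated 30 min. Finally, AlphaScreen beads are added and read after 30 min.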
# Tau ThT inhib – inhibitors of human tau fibril formation, thioflavin T binding; 270,000 compounds, 2.1% hits; Potency, µM (top dose mostly 57.4 µM), for the others: at the top dose activity, negative = inhibition, most hits filed as inhibitors; recombinant tau K18 P301L (four-repeat tau fragment), heparin-induced fibrillization, ThT fluorescence; P10636; further: on the % scale 0 is the no-effect control and ±100 the full control effect; nearly all actives have a fitted effect of over 55% in size
# Target sequence (P10636 561-689 P618L limits assumed): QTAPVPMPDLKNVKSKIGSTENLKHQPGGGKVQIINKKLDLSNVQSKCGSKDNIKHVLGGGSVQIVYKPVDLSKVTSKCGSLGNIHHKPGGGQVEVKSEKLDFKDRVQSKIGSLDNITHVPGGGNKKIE
#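 Heparin-induced fibrillization of the P301L-mutant K18 repeat-domain fragment of human tau was followed by ThT binding in quantitative high-throughput format.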
# ALDH1A1 block – inhibitors of human aldehyde dehydrogenase 1A1. P00352. Purified ALDH1A1, NADH fluorescence, propionaldehyde substrate. Potency, µM (highest dose often 75.3 µM), inactives show top-dose activity, negative = inhibition, hits mostly inhibitors. 220,000 compounds, 7.3% hits. AID 1030; active means well fitted inhibition curve with a large enough effect, not every such curve was filed as active; inconclusive means small, poorly fitted or top-dose-only effect, or another doubt; inactive means no such curve, though single readings can be large or run the other way;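 further: plate controls were no enzyme wells and a reference inhibitor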
# Luc counter – Kinase-Glo luciferase inhibition (counter-screen) | Kinase-Glo luciferase, ATP luminescence, 8 min | Potency, µM (titrated, usually from 38.3 µM), for the others: at the highest dose activity change, negative = inhibition, actives largely listed as inhibitors | 200,000 compounds, 0.28% hits | AID 1379; further: on the % scale 0 is the no-effect control and ±100 the full control effect; nearly all actives have a fitted effect of over 60% in size
#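 Inhibition of Kinase-Glo luciferase light generation was assessed at 10 uM ATP in pH 7.2 imidazole buffer, with luminescence measured after eight minutes at ambient temperature.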
# RECQ1 inh – blocks DNA unwinding by human RECQ1; RECQ1 DNA unwinding, red fluorescence kinetic read; 240,000 compounds, 0.54% hits; P46063; AID 2549; Potency, µM (titrated, usually from 57.3 µM), without a hit: top-dose activity, negative = inhibition, actives largely listed as inhibitors;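 further: plate controls were vehicle for no effect and no enzyme for full effect; nearly all actives have a fitted effect of over 30% in size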
# Target sequence (P46063 whole entry, looked up): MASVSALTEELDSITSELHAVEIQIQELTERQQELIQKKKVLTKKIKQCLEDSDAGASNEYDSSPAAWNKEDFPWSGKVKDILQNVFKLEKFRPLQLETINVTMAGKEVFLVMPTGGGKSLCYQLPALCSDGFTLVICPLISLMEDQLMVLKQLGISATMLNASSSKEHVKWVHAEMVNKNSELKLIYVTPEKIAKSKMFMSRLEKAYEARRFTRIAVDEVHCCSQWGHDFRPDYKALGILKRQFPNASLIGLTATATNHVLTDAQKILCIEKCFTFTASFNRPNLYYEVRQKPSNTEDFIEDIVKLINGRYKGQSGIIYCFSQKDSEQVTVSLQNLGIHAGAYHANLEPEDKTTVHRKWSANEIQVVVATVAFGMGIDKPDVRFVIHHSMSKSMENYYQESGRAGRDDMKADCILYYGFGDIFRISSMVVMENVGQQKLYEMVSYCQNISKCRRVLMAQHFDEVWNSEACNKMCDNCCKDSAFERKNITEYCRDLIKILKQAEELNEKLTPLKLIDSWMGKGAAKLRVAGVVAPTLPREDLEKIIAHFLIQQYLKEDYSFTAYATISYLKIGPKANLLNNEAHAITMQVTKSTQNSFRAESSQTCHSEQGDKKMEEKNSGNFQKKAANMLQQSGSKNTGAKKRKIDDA
#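 50 nM RECQ1T1 preincubated 15 min with compound in Tris pH 8.0 buffer with MgCl2, DTT, Tween-20 and 2.5 ug/ml poly(dI-dC); started with 200 nM TAMRA/BHQ-2 forked duplex and 2 mM ATP. Unwinding read as fluorescence (525/598 nm), two reads 2 h apart.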
# * = called active by the depositor; i = inactive; ? = inconclusive; . = not tested or not shown; [ ] = remark or other dose. Unless noted, the call rests on the fitted dose curve; in most records, active means well fitted curve in the direction sought with a large enough effect; inconclusive means small, poorly fitted or top-dose-only effect, or another doubt; inactive means no such curve, though single readings can be large; an effect the other way counts as inactive or inconclusive. Potency means the concentration at half of the fitted maximal effect.
SMILES,SMN2 splice enh,KDM4E inh,LMNA splice mod,L3MBTL1 block,Tau ThT inhib,ALDH1A1 block,Luc counter,RECQ1 inh
Cc1cccc(C(=O)Nc2nccs2)c1[N+](=O)[O-],-24%,-11%,-11%,4%,3%,-1%,0%,0%
Cc1ccc2nc(C3CCN(CC(=O)N4CCCCCC4)CC3)[nH]c2c1,-6%,0%,2%,2%,-18%,-16%,0%,-5%
CN(c1ccccc1)S(=O)(=O)c1ccc(C(=O)OCC(=O)NCc2ccco2)cc1,7%,0%,4%,.,-17%,?,2%,-7%
CCOc1cc(N2CCOCC2)c(OCC)cc1NC(=O)C(NC(=O)c1ccco1)C(C)C (stereo not given),-43%[inhibitor],-12%,5%,-1%,-18%,-2%,-7%,-5%
Cc1ccccc1-n1nc(C(=O)O)c(C)c(C#N)c1=O,-6%,?,5%,-2%,-17%,-6%,12%,-8%
COc1ccc(C(=O)OCC(=O)Nc2cc(S(=O)(=O)N3CCOCC3)ccc2N2CCCC2)cc1,7%,-2%,.,-7%,-1%,-7%,-1%,-3%
Cn1c(N)c(C(=O)CSc2nc3ccccc3c(=O)n2CCCN2CCOCC2)c(=O)n(C)c1=O,-1%,-16%,-18%[46 µM],2%,-7%,2%,4%,-11%
Cc1nc(-c2cccc(C(F)(F)F)c2)sc1C(=O)O,?,-2%,6%[46 µM],3%,0%,?,4%,18%
COc1cc2c(C)nc(C)c(C#N)c2cc1OC,9%,?,5%,7%[11.4 µM],0%,-15%,0%,-11%
OCCC1CN(Cc2ccccc2-c2ccco2)CCN1Cc1ccccc1 (stereo not given),.,0%,.,-12%,-9%,-2%,.,-6%
N#CC1=C(SCC(=O)Nc2nccs2)NC(=O)CC1c1ccccc1 (stereo not given),-2%,2%,?,.,?,?,-3%,-6%
CCN(CC)c1ccc(NC(=O)CSc2nc3ccccc3c(=O)[nH]2)cc1,?,0%,3%,.,-16%,8%,5%,?
Cc1ccc(NCc2ccccc2O)c(C)c1,5%,2%,.,.,-9%,-1%,4%,i
O=C1SC(SCc2ccccc2)=N/C1=C\c1ccco1,-17%,-10%,8%,.,?,-8%,1%,?
COc1ccc(CCNC(=O)c2cc(S(=O)(=O)N(C)c3ccccc3)ccc2Cl)cc1,-24%,-8%,?,4%,-14%,-3%,1%,-9%

# Part of the list above, with each value named:
mol: CCOc1cc(N2CCOCC2)c(OCC)cc1NC(=O)C(NC(=O)c1ccco1)C(C)C (stereo not given)
  SMN2 splice enh = -43%[inhibitor]
  KDM4E inh = -12%
  LMNA splice mod = 5%
  L3MBTL1 block = -1%
  Tau ThT inhib = -18%
  ALDH1A1 block = -2%
  Luc counter = -7%
  RECQ1 inh = -5%

mol: COc1ccc(C(=O)OCC(=O)Nc2cc(S(=O)(=O)N3CCOCC3)ccc2N2CCCC2)cc1
  SMN2 splice enh = 7%
  KDM4E inh = -2%
  LMNA splice mod = .
  L3MBTL1 block = -7%
  Tau ThT inhib = -1%
  ALDH1A1 block = -7%
  Luc counter = -1%
  RECQ1 inh = -3%

# Back to the main list, repeating the 2 entries before the break.
SMILES,SMN2 splice enh,KDM4E inh,LMNA splice mod,L3MBTL1 block,Tau ThT inhib,ALDH1A1 block,Luc counter,RECQ1 inh
O=C1SC(SCc2ccccc2)=N/C1=C\c1ccco1,-17%,-10%,8%,.,?,-8%,1%,?
COc1ccc(CCNC(=O)c2cc(S(=O)(=O)N(C)c3ccccc3)ccc2Cl)cc1,-24%,-8%,?,4%,-14%,-3%,1%,-9%
COc1ccc(N(C(=O)c2ccc(Br)o2)C2C=CS(=O)(=O)C2)cc1 (stereo not given),21%,2%,13%,-4%,-18%,?,4%,-5%
CC(=O)Nc1ccc(S(=O)(=O)Nc2ccc(N3CCOCC3)cc2)cc1,30%,4%,-1%,.,-4%,0%,-1%,i
COc1ccccc1C(=O)NC(=S)/C=C1/N(C)c2ccccc2C1(C)C,-22%,0%,?,13µM*,2%,8%,-2%,-9%
Cc1nn(-c2ccccn2)c(N)c1N=O,.,-2%,.,-10%,?,.,.,-3%
CCOC(=O)/C(C#N)=C/c1c(N2CCN(Cc3ccc4c(c3)OCO4)CC2)nc2c(C)cccn2c1=O,.,-4%,.,-10%,-12%,0.71µM*,.,-10%
Cc1ccccc1C(=O)NC(CC(C)C)C(=O)OCc1cc(=O)n2cc(Br)ccc2n1 (stereo not given),11µM*,-30%,1%,6%,?,-15%,-3%,-2%
C[C@@](N)(C(=O)O)[C@@H]1C[C@@H]1C(=O)O,-10%,.,.,.,3%,2%,.,i
CCC1CCCCN1C(=S)NC(=O)c1ccc(F)c(S(=O)(=O)N2CCOCC2)c1 (stereo not given),-9%,-4%,-6%[46 µM],-11%,-16%,?,4%,i
Cc1ccc(C(=O)OC/C(O)=C(\C#N)c2nc3ccccc3[nH]2)cc1S(=O)(=O)N1CCOCC1,-15%,-1%,-2%,48%[activator],-1%,-3%,-4%,-4%
Clc1ccccc1CSC1=NCCCN1,5%,-5%,-7%,.,-5%,1%,-1%,18%
Cc1ccc(S(=O)(=O)NC2=NCN(Cc3cccnc3)CN2)cc1,3%,2%,3%,-1%,0%,10%,0%,-4%
C/C(CCc1ccc2c(c1)OCO2)=N\NC(=O)c1ccccc1,-8%,20%,0%,1%,4%,9%,-2%,i
CN(C)CC(CCCCC(CN(C)C)C(=O)c1ccccc1)C(=O)c1ccccc1 (stereo not given),.,23%,.,-7%,-17%,.,.,-11%
O=C(C[n+]1ccccc1)Nc1ccc(Oc2ccccc2)cc1,.,-21%,?,-10%,-10%,1%,-2%,5%
CCN(CC(=O)Nc1ccc(C(=O)Nc2ccc(OC)cc2)cc1)Cc1nc2ccccc2c(=O)[nH]1,.,-19%,.,-8%,?,.,.,-5%

# Quoted from the listing:
# COc1ccc(CCNC(=O)c2cc(S(=O)(=O)N(C)c3ccccc3)ccc2Cl)cc1 in KDM4E inh shows -8%
# COc1ccc(N(C(=O)c2ccc(Br)o2)C2C=CS(=O)(=O)C2)cc1 (stereo not given) in Tau ThT inhib shows -18%
# COc1ccccc1C(=O)NC(=S)/C=C1/N(C)c2ccccc2C1(C)C in Luc counter shows -2%
# Cc1nc(-c2cccc(C(F)(F)F)c2)sc1C(=O)O in Tau ThT inhib shows 0%

# More results.
SMILES,SMN2 splice enh,KDM4E inh,LMNA splice mod,L3MBTL1 block,Tau ThT inhib,ALDH1A1 block,Luc counter,RECQ1 inh
CCCCOC(=O)c1ccc(NC(=O)/C=C/c2cccs2)cc1,-25%,?,-7%,6%,14%,-9%,-2%,-11%
CCOc1ccc(NC(=O)COc2ccc(C(=O)NC3CCCc4ccccc43)cc2OC)cc1 (stereo not given),-8%,3%,-5%,9%,-4%,-1%,0%,-7%
O=C(COC(=O)c1ccccc1Nc1ccccc1F)c1ccccc1,.,-7%,.,55%[activator],3%,.,.,-11%
CC(=O)C1=C(O)C(=O)N(c2ccc(S(N)(=O)=O)cc2)C1c1ccccc1F (stereo not given),-9%,?,-6%,4%,-7%,?,13%,5%
COc1ccc(C(=O)C2CCCN(Cc3cnc(N4CCCC4)s3)C2)cc1OC (stereo not given),.,2%,.,-6%,-16%,?,0%,-3%
CN(C)C(=O)c1c2c(nc3ccccc13)-c1ccccc1CC2,4%,?,-5%,-2%,-5%,?,-3%,-6%
CCCN(CCC)c1nc(Cl)nc(NCCN2CCOCC2)n1,-63%[inhibitor],-2%,-5%[9.22 µM],1%,5%,8%,-1%,-6%
O=C(CN1CCOCC1)Nc1ccccc1Cl,4%,-4%,13%,.,-6%,5%,1%,-14%
CCCCOc1ccc(C(=O)N2CCCC2)cc1,11µM*,-4%,5%,.,-10%,?,-16%,-3%
Brc1c(CSc2nc3ccccc3o2)nc2ncccn12,28%,?,?,-1%,-3%,?,-1%,i
O=C(NC(=S)NC1CCCC1)c1ccccc1Br,-14%,-9%,6%,7%,2%,?,-1%,-5%
COc1ccc(C2CC(c3cccc(C)c3)n3ncnc3N2)cc1 (stereo not given),-7%,-4%,-7%,12%,-12%,-5%,2%,-3%
COc1ccc(-n2cnc3cc(NS(=O)(=O)c4ccccc4)ccc32)cc1,28%,13%,?,?,-8%,?,3%,i
Cc1ccc(S(=O)(=O)NC(=O)Nc2ccc(OC(F)F)cc2)cc1,.,-2%,.,-4%,-6%,.,.,0%
CC1CCN(S(=O)(=O)N2CCC(C(=O)NC3CCCC3)CC2)CC1,-15%,-4%,.,.,-4%,-2%,0%,i
O=C(Nc1ccc(N2CCCCC2)c(C(=O)O)c1)c1ccco1,2%,6%,16%,2%,-5%,-14%,2%,i
Cn1ncc(Br)c1NC(=O)Nc1ccc(OC(F)(F)F)cc1,.,2%,.,0%,11%,.,.,-4%
CC(C)(C)OC(=O)N1CCC(C(=O)N2CCCCCC2)CC1,-4%,-6%,-6%,9%,5%,13%,1%,-7%

# Compound activity as filed in PubChem BioAssay.

# These rows are one share of the data (hit frequency here may not be typical).
